Screening results deposited in PubChem by National Center for Advancing Translational Sciences (NCATS).
FLuc inh: firefly luciferase inhibition; P08659; Potency, µM (highest dose often 57.1 µM), inactives show at the top dose activity change, negative = inhibition, actives largely listed as inhibitors; 72,000 tested, 2.2% active; purified firefly luciferase, luminescence, 8 min; further: potency means the concentration at half of the fitted maximal effect; on the % scale 0 is the no-effect control and ±100 the full control effect; nearly all actives have a fitted effect of over 40% in size
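qHTS concentration-response profiling: light output of P. pyralis luciferase with luciferin and 10 uM ATP, imidazole buffer pH 7.2. Read by luminescence after 8-min room-temperature incubation.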
HBB splicing: hemoglobin beta splicing modulation | 65,000 tested, 0.06% active | HBB splicing reporter cell assay, activation; EGFP reporter with mutant IVS2-654 intron; response scale: normalised to 500 nM splice-correcting PNA | AID 925 | Potency, µM (series often up to 46.1 µM), without a hit: at the highest dose activation, most hits filed as activators; further: potency means the concentration at half of the fitted maximal effect; 0% is about no effect
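Compounds were applied for 2 days to HeLa EGFP-654 cells, 500/well in Optimem with 2% FCS. The reporter's EGFP is disrupted by mis-splicing of beta-globin intron IVS2-654. Readout: summed well GFP fluorescence from 488 nm laser scanning; reference was 500 nM antisense […] 654 PNA.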
HADH2 inhib: blocks human hydroxyacyl-CoA dehydrogenase type II | 73,000 tested, 3.4% active | Potency, µM (doses to about 57.1 µM), for the others: at the highest dose activity change, negative = inhibition, usual class: inhibitors | AID 886 | Q99714 | recombinant HADH2, NADH fluorescence, beta-hydroxybutyryl-CoA; further: potency means the concentration at half of the fitted maximal effect; on the % scale 0 is the no-effect control and ±100 the full control effect; nearly all actives have a fitted effect of over 60% in size; many of its hits are not listed in these tables
Target sequence (Q99714 whole entry, looked up, one chain of several): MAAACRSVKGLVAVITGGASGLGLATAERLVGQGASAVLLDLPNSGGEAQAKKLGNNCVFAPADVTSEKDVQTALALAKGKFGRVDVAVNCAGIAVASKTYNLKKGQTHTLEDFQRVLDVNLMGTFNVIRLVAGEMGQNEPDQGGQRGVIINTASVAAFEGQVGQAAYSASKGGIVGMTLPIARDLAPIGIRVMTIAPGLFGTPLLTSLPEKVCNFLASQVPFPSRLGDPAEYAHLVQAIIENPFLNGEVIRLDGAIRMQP
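E. coli-expressed His-tagged HADH2 tested at 20 nM in alkaline Tris buffer (pH 9.0); oxidation of 90 uM beta-hydroxybutyryl-CoA with 1 mM NAD+ tracked fluorimetrically for 4 min.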
Epigenetic mod: epigenetic modulators derepressing GFP locus in mouse cells; mouse C127i GFP locus derepression, cytometry, 30 h; Potency, µM (top dose mostly 46.1 µM), for inactives: top-dose GFP derepression (activation); 68,000 tested, 0.09% active; AID 597; further: % of control where 0% means no effect
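Locus derepression in mouse mammary C127i cells whose integrated CMV-GFP reporter is normally silent; GFP expression after 30 h compound treatment was quantified by counting fluorescent cells.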
ALOX15 inhib: 15-hLO (ALOX15) enzyme inhibition; P16050; purified 15hLO-1, xylenol orange hydroperoxide absorbance; Potency, µM (titrated, usually from 57.1 µM), inactives show at the top dose activity change, negative = inhibition, actives largely listed as inhibitors; 74,000 tested, 1.4% active; AID 887; further: potency means the concentration at half of the fitted maximal effect; on the % scale 0 is the no-effect control and ±100 the full control effect; nearly all actives have a fitted effect of over 55% in size
Target sequence (P16050 whole entry, looked up): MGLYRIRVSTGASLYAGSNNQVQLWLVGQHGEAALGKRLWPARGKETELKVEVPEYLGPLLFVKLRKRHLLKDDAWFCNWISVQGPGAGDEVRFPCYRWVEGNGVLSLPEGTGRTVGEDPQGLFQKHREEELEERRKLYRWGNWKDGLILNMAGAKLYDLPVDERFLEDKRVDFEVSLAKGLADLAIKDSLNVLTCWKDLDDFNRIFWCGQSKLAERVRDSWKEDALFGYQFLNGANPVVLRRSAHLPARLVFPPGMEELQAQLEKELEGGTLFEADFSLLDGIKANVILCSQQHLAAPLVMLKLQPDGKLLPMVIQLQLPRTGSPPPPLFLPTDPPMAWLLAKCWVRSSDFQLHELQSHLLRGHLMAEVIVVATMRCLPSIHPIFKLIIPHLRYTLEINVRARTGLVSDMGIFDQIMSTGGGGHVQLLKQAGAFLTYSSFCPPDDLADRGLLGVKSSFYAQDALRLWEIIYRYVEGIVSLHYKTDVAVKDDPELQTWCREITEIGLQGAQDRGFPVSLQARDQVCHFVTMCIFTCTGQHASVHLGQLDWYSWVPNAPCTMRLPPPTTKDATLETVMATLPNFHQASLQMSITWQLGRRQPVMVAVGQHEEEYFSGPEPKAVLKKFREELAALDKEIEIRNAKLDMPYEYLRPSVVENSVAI
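Purified human 15hLO-1 (40 nM) in 25 mM Hepes pH 7.5, 0.01% Triton X-100, preincubated 15 min RT with compound, then 50 uM arachidonic acid for 6 min. Hydroperoxide read by ferrous/xylenol orange, 30 min; 573/405 nm absorbance ratio gave progress.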
ERK AVP inh: blocks ERK signaling stimulated by vasopressin; Potency, µM (titrated, usually from 57.5 µM), for inactives: at the highest dose activity, negative = inhibition, most hits filed as inhibitors; 72,000 tested, 0.99% active; HEK293-V1b, vasopressin-stimulated pERK AlphaScreen; further: potency means the concentration at half of the fitted maximal effect; on the % scale 0 is the no-effect control and ±100 the full control effect; nearly all actives have a fitted effect of over 55% in size
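Phosphorylated ERK1/2 detected via AlphaScreen bead proximity in lysates of V1b-expressing HEK293 cells given 25 nM vasopressin for 5 min after 30 min compound exposure (37 °C). AC50 from Hill equation; basal DMSO 0%, vasopressin 100%.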
Active calls of the source: *; u = inconclusive; x = no result given; & = joins results of further samples; [ ] = remark or other dose. The call rests on the fitted dose curve; in most records, active means well fitted curve in the direction sought with a large enough effect; inconclusive means small, poorly fitted or top-dose-only effect, or another doubt; inactive means no such curve, though single readings can be large; an effect the other way counts as inactive or inconclusive. A portion of the library. The share of hits here may be higher or lower than overall.

Below each compound – FLuc inh | HBB splicing | HADH2 inhib | Epigenetic mod | ALOX15 inhib | ERK AVP inh
Oc1c(I)cc(I)c2cccnc12
 : -1.6%[25.5 µM] | x | x | 0.0%[20.6 µM] | u | u
C=CCc1cccc(C2C(C)CCC3C(=O)N4C(CCC(C)C4c4cccc(CC=C)c4)C(=O)N32)c1 (configuration not stated)
 : x | 1.3%[9.22 µM] | 3.1%[11.4 µM] | x | -2.9%[11.4 µM] | 9.8%[11.5 µM]
CC(=O)OCC1OC(C#Cc2ccc(C(C)(C)C)cc2)C=CC1OC(C)=O (configuration not stated)
 : x | 3.2%[9.22 µM] | -27.3%[11.4 µM] | x | -3.8%[11.4 µM] | 0.5%[11.5 µM]
CCN(CC)c1ccc(/C=N/NC(=O)c2ccc(O)cc2)cc1
 : x | -1.8% | 25.1µM* | x | u | -6.8%
CCC(=O)[C@@]1(O)C(=O)N2C(=C3C(=O)OCCC31)N(Cc1ccccc1)C(C)=C(C(=O)OC)C2c1ccccc1 (some centres not stated)
 : x | 3.2%[9.22 µM] | -6.4%[11.4 µM] | x | 10.7%[11.4 µM] | 10.8%[11.5 µM]
COC(=O)NC(c1ccc2ccccc2c1)C(C(C)=O)C(=O)OC (configuration not stated)
 : x | -0.3%[9.22 µM] | -8.4%[11.4 µM] | x | 16.3%[11.4 µM] | 1.0%[11.5 µM]
CN1CCN(C(=O)c2nc3ccc(Cl)cc3[nH]2)CC1
 : x | -0.6% | -0.4% | x | u | 11.9%
COC(=O)C(C(=O)OC)C1O[C@@]23COCCC2(C)C3c2ccccc21 (some centres not stated)
 : x | 0.7%[9.22 µM] | 2.1%[11.4 µM] | x | 9.1%[11.4 µM] | 29.2%[11.5 µM]
Cc1csc(B(O)O)c1
 : x | 1.0% | -12.0% | x | 1.9% | 10.4%
C=C(C)C(=O)OCC1CN2C(CCC(C)C2c2ccc(Br)cc2)C(=O)O1 (configuration not stated)
 : x | 2.8%&0.3%&1.7%[9.22 µM] | 8.6%&0.6%&4.6%[11.4 µM] | x | 6.3%&9.3%&-3.3%[11.4 µM] | 10.8%&5.5%&4.4%[11.5 µM]
COC(C1CCCCC1)C(C)C(OCc1cccc(Br)c1)C(C)CO (configuration not stated)
 : x | 3.8%[9.22 µM] | 12.3%[11.4 µM] | x | 7.4%[11.4 µM] | 20.9%[11.5 µM]
CCOC(=O)OCC1OC(C#Cc2ccccc2)C=CC1Oc1cccc(N(C)C)c1 (configuration not stated)
 : x | 1.2%[9.22 µM] | -20.0%[11.4 µM] | x | -21.7%[11.4 µM] | 24.1%[11.5 µM]
COC(=O)/C=C/C1c2ccccc2C(OC)C1C (configuration not stated)
 : x | 1.1%[9.22 µM] | 0.3%[11.4 µM] | x | 12.4%[11.4 µM] | 18.4%[11.5 µM]
COC(=O)NC(c1ccccc1)[C@]1(C(C)=O)CCCC1=O (some centres not stated)
 : x | 0.4%[9.22 µM] | 4.7%[11.4 µM] | x | 9.6%[11.4 µM] | -3.2%[11.5 µM]
CCCCCCNC(=O)Nc1ccc(S(=O)(=O)Nc2ccc(CCNC[C@H](O)COc3ccc(O)cc3)cc2)cc1
 : x | -0.6% | -4.7% | x | 7.94µM* | -12.1%
COC(=O)C1=C(C)N(Cc2ccccc2)C2=C(C(C)=O)C[C@@](O)(C(=O)OC)C(=O)N2C1c1ccccc1 (some centres not stated)
 : x | 0.1%&1.7%[9.22 µM] | -9.0%&-20.3%[11.4 µM] | x | -0.7%&6.3%[11.4 µM] | -9.0%&18.8%[11.5 µM]
CC1(O)C(=O)C=C2C=C3CCCN3C=C2C1=O (configuration not stated)
 : x | 2.2%[9.22 µM] | -27.1%[11.4 µM] | x | -22.6%[11.4 µM] | 19.7%[11.5 µM]
CC1CCC2C(=O)OC(CO)CN2C1c1ccc(Br)cc1 (configuration not stated)
 : x | 1.4%[9.22 µM] | 10.8%[11.4 µM] | x | -0.6%[11.4 µM] | -9.2%[11.5 µM]
COC(=O)NC(/C=C/c1ccccc1)[C@]1(C(C)=O)CCCC1=O (some centres not stated)
 : x | 4.5%[9.22 µM] | -11.2%[11.4 µM] | x | 9.6%[11.4 µM] | 22.7%[11.5 µM]
COC(c1ccccc1Br)C(C)/C=C/CCO (configuration not stated)
 : x | 3.6%[9.22 µM] | -13.1%[11.4 µM] | x | 1.58µM* | 16.1%[11.5 µM]
Nc1ncnc2c1ncn2[C@@H]1O[C@H](CO)C[C@@H]1O
 : x | 0.6% | 7.0% | x | u | -16.1%
CC1(C)OC(C(O)(c2cc(F)c(F)c(F)c2)c2cc(F)c(F)c(F)c2)C(C(O)(c2cc(F)c(F)c(F)c2)c2cc(F)c(F)c(F)c2)O1 (configuration not stated)
 : x | -0.6%[9.22 µM] | 21.4%[11.4 µM] | x | -1.9%[11.4 µM] | 37.8%[11.5 µM]
COC(=O)CC1=COC2OCC3=CC[C@@H]1C32 (some centres not stated)
 : x | 2.7%[9.22 µM] | -2.5%[11.4 µM] | x | 7.8%[11.4 µM] | 10.9%[11.5 µM]
COC(=O)NC(/C(C(=O)OC)=C(\C)NCc1ccccc1)c1cccc(F)c1 (configuration not stated)
 : x | 1.9%[9.22 µM] | 23.2%[11.4 µM] | x | u | 16.9%[11.5 µM]
COC(=O)NC(c1cccc(C)c1)[C@@]1(C(=O)OC)CCCC1=O (some centres not stated)
 : x | 0.5%[9.22 µM] | -0.3%[11.4 µM] | x | 4.5%[11.4 µM] | 20.0%[11.5 µM]
OCC1OC(c2ccccc2)C=CC1Oc1ccc(C2CCCC2)cc1 (configuration not stated)
 : x | 4.2%[9.22 µM] | 5.0%[11.4 µM] | x | -14.0%[11.4 µM] | 13.9%[11.5 µM]
CC(=O)OCC1OC(C#Cc2ccccc2)C=CC1OC(C)=O (configuration not stated)
 : x | 2.5%&2.7%[9.22 µM] | 11.9%&11.4%[11.4 µM] | x | -1.8%&2.3%[11.4 µM] | 26.2%&9.3%[11.5 µM]
CCOC(=O)OCC1OC(c2cc(C)cc(C)c2)C=CC1OC(=O)OCC (configuration not stated)
 : x | 0.8%[9.22 µM] | 3.2%[11.4 µM] | x | -5.1%[11.4 µM] | 15.3%[11.5 µM]
COC(=O)NC(CC(C)=O)c1ccco1 (configuration not stated)
 : x | 1.5%[9.22 µM] | -0.9%[11.4 µM] | x | 8.6%[11.4 µM] | 0.6%[11.5 µM]
CCCCCCCC#Cc1ccccc1/C=N/S(=O)c1ccc(C)cc1 (configuration not stated)
 : x | 1.8%[9.22 µM] | u | x | -10.4%[11.4 µM] | -7.2%[11.5 µM]

The last 2 records of the section before open the next one:
Below each compound – FLuc inh | HBB splicing | HADH2 inhib | Epigenetic mod | ALOX15 inhib | ERK AVP inh
COC(=O)NC(CC(C)=O)c1ccco1 (configuration not stated)
 : x | 1.5%[9.22 µM] | -0.9%[11.4 µM] | x | 8.6%[11.4 µM] | 0.6%[11.5 µM]
CCCCCCCC#Cc1ccccc1/C=N/S(=O)c1ccc(C)cc1 (configuration not stated)
 : x | 1.8%[9.22 µM] | u | x | -10.4%[11.4 µM] | -7.2%[11.5 µM]
CC(C)c1ccc2c(c1)CC[C@H]1[C@](C)(CN)CCC[C@]21C
 : x | -1.2% | -15.0% | x | u | u
COC(=O)N(/C=C/c1ccc(OC)cc1)CCc1ccc(OC)c(OC)c1
 : x | 1.9%[9.22 µM] | 2.9%[11.4 µM] | x | 0.7%[11.4 µM] | 2.9%[11.5 µM]
O=Cc1ccsc1B(O)O
 : x | 0.0% | 2.0% | x | 2.1% | 1.5%
CCCCCC(=O)c1cc(CC(C(=O)OC)C(=O)OC)cc2cc(OC)c(OC)cc12
 : x | 0.3%[9.22 µM] | 8.0%[11.4 µM] | x | -1.7%[11.4 µM] | 27.5%[11.5 µM]
CCOC(=O)OCC1OC(c2ccccc2)C=CC1OC(=O)OCC (configuration not stated)
 : x | 0.8%[9.22 µM] | 9.3%[11.4 µM] | x | 7.4%[11.4 µM] | -0.4%[11.5 µM]
COc1ccc(C#CC2C=CC(OC(C)=O)C(COC(C)=O)O2)cc1 (configuration not stated)
 : x | 2.5%&0.1%[9.22 µM] | 2.1%&-4.2%[11.4 µM] | x | 2.7%&3.2%[11.4 µM] | 25.9%&1.1%[11.5 µM]
CC(=O)Nc1ccc(C2NC(C(=O)O)CCC2C)cc1 (configuration not stated)
 : x | -1.1%[9.22 µM] | -9.5%[11.4 µM] | x | 4.3%[11.4 µM] | 27.5%[11.5 µM]
C=CCOC(=O)C(C(C)=O)C(NC(=O)OC)c1cccc(C)c1 (configuration not stated)
 : x | 1.4%[9.22 µM] | -7.4%[11.4 µM] | x | 3.0%[11.4 µM] | 1.7%[11.5 µM]
C=C(C)C(O)/C=C/c1ccccc1OC (configuration not stated)
 : x | 0.4%[9.22 µM] | 4.9%[11.4 µM] | x | 4.0%[11.4 µM] | 10.9%[11.5 µM]
COC(=O)NC(c1ccc(F)cc1)C(C(C)=O)C(=O)OC (configuration not stated)
 : x | 2.5%[9.22 µM] | 10.9%[11.4 µM] | x | 16.8%[11.4 µM] | 9.0%[11.5 µM]
CC(=O)OCC1OC(C#Cc2ccc(Cl)cc2)C=CC1OC(C)=O (configuration not stated)
 : x | 1.6%&1.2%[9.22 µM] | 2.0%&-4.4%[11.4 µM] | x | -14.5%&5.4%[11.4 µM] | 5.6%&27.1%[11.5 µM]
CC#CC(C)C(OCOC)C(CC(C)Cc1cc(Br)cc(OCc2ccccc2)c1OC)OC (configuration not stated)
 : x | 0.5%[9.22 µM] | 9.3%[11.4 µM] | x | 4.3%[11.4 µM] | 33.4%[11.5 µM]
C=COCC1CN2C(CCC(C)C2c2ccc(Br)cc2)C(=O)O1 (configuration not stated)
 : x | -0.3%&0.5%[9.22 µM] | 4.7%&-1.7%[11.4 µM] | x | 6.6%&16.1%[11.4 µM] | 10.6%&9.9%[11.5 µM]
O=C(/C=C/c1ccccc1)N1CCCC1CO (configuration not stated)
 : x | 3.0%[9.22 µM] | 2.1%[11.4 µM] | x | 6.2%[11.4 µM] | 19.3%[11.5 µM]
CCOC(=O)OCC1OC(c2ccc(C(C)=O)cc2)C=CC1Oc1ccc(-c2ccccc2)cc1 (configuration not stated)
 : x | 1.8%[9.22 µM] | 4.1%[11.4 µM] | x | -3.3%[11.4 µM] | 17.6%[11.5 µM]
CCCCC#CC1C=CC(Oc2cc(OC)c(OC)c(OC)c2)C(CO)O1 (configuration not stated)
 : x | -1.3%[9.22 µM] | -7.6%[11.4 µM] | x | -2.1%[11.4 µM] | 17.0%[11.5 µM]
CCOC(=O)OCC1OC(C#Cc2ccc(F)cc2F)C=CC1OC(=O)OCC (configuration not stated)
 : x | 2.5%[9.22 µM] | -11.2%[11.4 µM] | x | -1.9%[11.4 µM] | 10.5%[11.5 µM]
CCCCC#CC1C=CC(Oc2ccc(C(=O)OC)cc2)C(COC(=O)OCC)O1 (configuration not stated)
 : x | 1.8%[9.22 µM] | -7.1%[11.4 µM] | x | -3.5%[11.4 µM] | 25.9%[11.5 µM]
CCCCC#CC1C=CC(Oc2cc(OC)c(OC)c(OC)c2)C(COC(=O)OCC)O1 (configuration not stated)
 : x | -1.4%[9.22 µM] | 1.3%[11.4 µM] | x | 4.2%[11.4 µM] | 4.5%[11.5 µM]
